LYPLA2 inh = blocks human lysophospholipase 2, a PME1 counter-screen; recombinant LYPLA2, FP-Rh probe fluorescence polarization; O95372; 320,000 tested, 0.38% active; inhibition, % at 5.9 µM;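 active means inhibition above the screen-wide mean plus 3 SD, limit set per campaign, cut at about 26% in these data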;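 further: 0% = LYPLA2 with DMSO and 100% = wells lacking LYPLA2 enzyme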
Target sequence (O95372 whole entry, looked up): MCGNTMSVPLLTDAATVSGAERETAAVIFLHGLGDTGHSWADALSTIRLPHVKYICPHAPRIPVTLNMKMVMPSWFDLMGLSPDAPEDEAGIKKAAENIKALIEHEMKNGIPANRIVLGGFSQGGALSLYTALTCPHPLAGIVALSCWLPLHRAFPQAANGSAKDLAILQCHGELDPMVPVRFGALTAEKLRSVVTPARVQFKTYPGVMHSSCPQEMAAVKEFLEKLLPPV
Fh CTSL1 inh = cathepsin L1 inhibition, PFM18AAP counter-screen. recombinant F. hepatica cathepsin L1, Z-Leu-Arg-MCA fluorescence. 300,000 tested, 0.49% active. AID 1906. inhibition, % at 5.96 µM;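 active means inhibition above the mean of all tested compounds plus 3 SD, set per screening campaign, cut at about 17% in these data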;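 further: 0% = plate median of test compound wells and 100% = 1 µM Z-Phe-Ala-diazomethylketone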
TPT1 inh = blocks Candida albicans tRNA 2'-phosphotransferase. recombinant caTPT1, FP RNA substrate dephosphorylation. inhibition, % at 5 µM. 300,000 tested, 0.81% active;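 active means inhibition above the mean of all tested compounds plus 3 SD, set per screening campaign, cut at about 24% in these data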;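 further: plate controls were DMSO alone for no effect and ferristatin control at 100 nM for full effect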
PREPL inhibitor = inhibitors of human prolyl oligopeptidase-like enzyme PREPL | Q4J6C6 | recombinant PREPL, fluorescence polarization activity-based probe | inhibition, % at 5.96 µM | 320,000 tested, 0.68% active; in the data active means inhibition above about 43%;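 further: 0% = enzyme with DMSO and 100% = wells lacking enzyme; many of its hits are not listed in these tables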
PP5 inh = PP5 (human) phosphatase inhibition | 320,000 tested, 0.18% active | inhibition, % at 6.7 µM | AID 1987 | purified PP5c, OMFP substrate fluorescence | P53041;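 active means inhibition above the campaign's mean inhibition across all tested compounds plus 3 SD, cut at about 9.5% in these data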;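 further: 0% = DMSO only and 100% = 100 µM cantharidin control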
Target sequence (P53041 whole entry, looked up): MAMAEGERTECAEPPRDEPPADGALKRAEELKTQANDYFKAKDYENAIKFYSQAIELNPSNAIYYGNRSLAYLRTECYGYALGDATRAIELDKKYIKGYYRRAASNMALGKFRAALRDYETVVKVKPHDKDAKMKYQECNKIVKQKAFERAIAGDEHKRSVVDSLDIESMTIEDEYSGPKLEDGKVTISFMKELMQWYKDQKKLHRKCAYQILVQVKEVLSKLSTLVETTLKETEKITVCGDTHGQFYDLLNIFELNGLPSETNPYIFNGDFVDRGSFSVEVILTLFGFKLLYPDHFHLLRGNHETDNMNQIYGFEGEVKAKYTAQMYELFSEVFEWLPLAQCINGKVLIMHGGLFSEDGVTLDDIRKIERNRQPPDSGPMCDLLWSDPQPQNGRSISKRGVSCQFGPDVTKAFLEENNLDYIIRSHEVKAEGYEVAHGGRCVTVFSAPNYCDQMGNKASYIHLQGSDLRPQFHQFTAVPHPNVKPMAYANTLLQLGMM
core dimer inh = HCV core protein dimerization inhibition. inhibition, % at 5 µM. TR-FRET GST/Flag-core106 dimerization, 1536-well. 300,000 tested, 0.33% active;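 active means inhibition above the mean of all tested compounds plus 3 SD, set per screening campaign, cut at about 45% in these data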
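Assay system: tagged HCV core106 pair (GST and Flag); medium: KF-containing HEPES buffer, pH 7.45, DTT, CHAPS, BSA; also added: Eu donor and XL665 acceptor anti-tag antibodies; dosing: 5 µM single dose; timing: compound-protein-antibody incubation 4 h at 22.5 °C; signal: TR-FRET 671 and 617 nm emission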
Efflux pump mplx = blocks antifungal efflux pumps in multiplex yeast assay | S. cerevisiae Candida pump triplex, Nile Red efflux | inhibition, % at 10 µM | 330,000 tested, 0.44% active;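 active means plate passing quality check with inhibition over a set limit, or well fluorescence over plate mean plus 4 SD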;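 further: Nile Red retained in pooled yeast measured as flow cytometry median fluorescence; 0% = buffer negative control and 100% = Enniatin B positive control; higher means more Nile Red kept so more efflux inhibition; some compounds called inactive have numbers as strong as hits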
PP1 counter = counter-screen for PP5 inhibitors: inhibitors of human PP1-alpha | P62136 | purified PP1alpha, OMFP fluorescence | inhibition, % at 6.7 µM | 320,000 tested, 0.9% active;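 active means inhibition above the mean inhibition of all tested compounds plus 3 SD, computed separately for each screening campaign, cut at about 15% in these data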
Target sequence (P62136 whole entry, looked up): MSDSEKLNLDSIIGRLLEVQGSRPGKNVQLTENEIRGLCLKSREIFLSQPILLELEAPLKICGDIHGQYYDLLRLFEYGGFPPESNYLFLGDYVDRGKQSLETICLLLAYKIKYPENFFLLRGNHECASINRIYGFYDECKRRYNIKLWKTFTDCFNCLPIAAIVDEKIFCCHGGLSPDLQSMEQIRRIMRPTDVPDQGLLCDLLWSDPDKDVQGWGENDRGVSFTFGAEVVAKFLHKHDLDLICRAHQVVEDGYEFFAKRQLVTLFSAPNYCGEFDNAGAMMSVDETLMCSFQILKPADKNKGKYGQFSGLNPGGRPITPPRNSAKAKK
GASC-1 inh = inhibitors of human GASC-1 (JMJD2C) demethylase; 330,000 tested, 0.069% active; GST-JMJD2C(1-420) H3K9me3 demethylation, DELFIA europium; inhibition, % at 2.35 µM;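 active means more than half of a compound's replicate wells show inhibition beyond 50%, single wells judged on their own value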;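 further: signal counts dimethyl H3K9 product captured on neutravidin plate; 0% = median of DMSO wells and 100% = 0.3 times that DMSO median; strong numbers were not always called active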
Active calls of the source: *; · = not tested or not shown. Only part of the results is shown (hit frequency here may not be typical).

SMILES	LYPLA2 inh	Fh CTSL1 inh	TPT1 inh	PREPL inhibitor	PP5 inh	core dimer inh	Efflux pump mplx	PP1 counter	GASC-1 inh
Cc1c(C(=O)N2CCC3(CC2)OCCO3)sc2ncnc(N(C)c3ccccc3)c12	1	2	7	14	-1.1	17	0.2	-5	3
O=C(Cc1ccc([N+](=O)[O-])cc1)N1CCN(Cc2ccc3c(c2)OCO3)CC1	7	2	-2	10	2.3	0	0.1	-5	-9
Cc1ccc(CNCCc2ccccc2F)cc1	-5	2	1	-17	-3.5	2	4.0	-3	-5
O=P(OCC(F)(F)C(F)F)(N1CCCCC1)N1CCCCC1	3	-1	-4	2	2.0	-5	0.2	0	32
Nc1ccc(N2CCN(Cc3ccccc3Cl)CC2)c(Cl)c1	13	-3	10	19	4.6	-5	0.1	5	-3
O=C1NC(=O)C(Cc2cccs2)C(=O)N1	5	0	4	11	2.4	-8	-0.3	1	128
CCCCCSc1cc(OC)c(CCN)cc1OC	5	0	-2	21	2.0	-13	-0.2	-1	-9
Cc1ccc(CN2CCCC(C(=O)c3sccc3C)C2)o1 (configuration not stated)	3	0	-1	1	0.1	3	0.0	-5	-7
Cc1cc(C)[n+](C2C3CC4CC(C3)CC2C4)o1 (configuration not stated)	-2	-7	1	9	1.4	-4	0.0	-1	-4
COc1ccc(CCC(=O)N2CCC3(CC2)OCCO3)cc1	5	7	0	10	1.7	5	-0.1	3	1
CC(=O)Nc1ccccc1C(=O)OCc1cccc(F)c1	7	1	0	5	3.9	3	0.1	-3	8
COC(=O)C1=C(c2ccc(C(C)=O)cc2)C[C@@H]2CC[C@H]1N2C(=O)NC(C)C	3	·	·	-1	0.8	·	-0.1	0	-1

Looked up by compound from above (three):
SMILES	LYPLA2 inh	Fh CTSL1 inh	TPT1 inh	PREPL inhibitor	PP5 inh	core dimer inh	Efflux pump mplx	PP1 counter	GASC-1 inh
O=C1NC(=O)C(Cc2cccs2)C(=O)N1	5	0	4	11	2.4	-8	-0.3	1	128
CC(=O)Nc1ccccc1C(=O)OCc1cccc(F)c1	7	1	0	5	3.9	3	0.1	-3	8
Cc1c(C(=O)N2CCC3(CC2)OCCO3)sc2ncnc(N(C)c3ccccc3)c12	1	2	7	14	-1.1	17	0.2	-5	3

Later entries
SMILES	LYPLA2 inh	Fh CTSL1 inh	TPT1 inh	PREPL inhibitor	PP5 inh	core dimer inh	Efflux pump mplx	PP1 counter	GASC-1 inh
Cc1cc(OCC(=O)N2CCC(C(=O)O)CC2)c2c3c(c(=O)oc2c1)CCCC3	7	-2	-4	1	2.6	3	-0.2	-6	-1
CC1=C(C(=O)Nc2ccccc2)S(=O)(=O)CCO1	1	-2	0	3	4.3	1	0.2	-1	1
Oc1ccccc1CN(CCc1ccccc1)Cc1ccccc1	5	1	0	6	0.3	-4	-0.1	3	5
CN1CCCN(C(=O)COc2cccc(C(F)(F)F)c2)CC1	3	6	-2	-4	0.8	1	-0.1	-1	12
O=[N+]([O-])/C(Cl)=C1\NCCN1Cc1ccc(Cl)nc1	4	1	0	-4	2.5	6	0.0	1	6
C=C1[C@@H](C)[C@H]2[C@H](Cc3ccccc3)NC(=O)[C@]23OC(=O)/C=C/[C@H](O)CCC[C@@H](C)C/C=C/[C@H]3[C@@H]1O	4	-5	-1	3	-1.2	2	0.0	-5	-12
CC(C)N1C(=O)NC(=O)C2(Cc3cc([N+](=O)[O-])ccc3N(C)C2c2ccccc2)C1=O (configuration not stated)	5	5	0	4	2.0	3	-0.1	3	9
c1ccc2c(c1)CSc1ccccc1C2C1=NCCN1 (configuration not stated)	-5	0	-6	10	-1.1	-4	0.0	1	4
OC[C@@H](O)CCl	8	-5	-1	0	0.0	-1	-0.1	-1	7
CC(=Nc1c(C)n(C)n(-c2ccccc2)c1=O)c1c(O)n(Cc2ccccc2)c(=O)[nH]c1=O	-2	0	4	1	1.8	0	0.0	-2	5
Oc1cccc2nc3ccccc3nc12	-23	-3	-3	7	0.6	-29	-0.1	10	1
COc1cc(Br)cc(CN2CCN(C)CC2)c1O	-2	-1	0	-2	-2.1	-2	0.0	2	59*
CCOc1cc2c(cc1OCC)-n1cccc1C(c1ccc(F)cc1)NC2 (configuration not stated)	2	0	0	0	0.9	-2	0.3	3	-6
COC(=O)C1=C(c2ccc(F)cc2F)C[C@@H]2CC[C@H]1N2C(=O)NCc1ccc2c(c1)OCO2	9	·	·	-5	1.1	·	-0.1	-1	-3
Nc1c(C(=O)NCc2ccco2)c2nc3ccccc3nc2n1Cc1ccccc1	-3	4	3	8	4.4	22	0.0	5	-9
COc1ccc(OC)c2c1CCC1NCCOC21 (configuration not stated)	6	0	-2	20	3.4	-4	-0.4	0	6
COC(=O)C1=C(c2ccccc2)C[C@@H]2CC[C@H]1N2C(=O)NCc1ccccc1	-5	0	-1	-32	1.8	-2	-0.1	-3	-21
O=Cc1cn(CCCOc2ccccc2)c2ccccc12	7	1	1	-21	3.5	-3	0.0	-3	17
Cc1ccc(N2C(=O)NC(=O)C(CCc3ccccn3)(Cc3cccc(Cl)c3Cl)C2=O)cc1 (configuration not stated)	-5	0	1	-2	-1.0	13	0.0	-5	-4
COc1cc2c(cc1OC)C(C(=O)NC(C)C)C1CCCCN1C2=O (configuration not stated)	-4	6	-3	9	-5.5	-2	-0.1	11	13
O=C1NC(=O)N(c2ccccc2)C(=O)/C1=C\C=C\c1ccccc1	-1	0	11	-1	-2.2	7	0.0	-5	-25
C=CCN1C(=O)CSc2ccc(C(=O)N3CCC4(CC3)OCCO4)cc21	3	3	-2	7	-1.1	1	0.1	2	2
CCC(=O)N1N=C2C3CCN(CC3)C2C1c1ccc(C)cc1 (configuration not stated)	-4	-3	-7	-1	-0.2	11	-0.1	-3	-5
Cc1c(C(=O)O)cccc1-n1c(C)cc(/C=C2\C(=O)NC(=O)N(c3ccc4c(c3)OCO4)C2=O)c1C	0	0	8	4	3.7	0	0.4	-4	-10
N#CC1=C(N)Oc2c(c(=O)oc3ccccc23)C1c1cccnc1 (configuration not stated)	1	-6	-7	11	1.5	1	0.0	-2	27
COc1cc(CN2CCN(C(=O)COc3ccccc3)CC2)cc(OC)c1OC	2	0	-4	-4	4.2	-9	0.0	2	-1
CCOC(=O)c1c(/N=C/c2c(O)n(-c3ccc(F)cc3)c(=S)[nH]c2=O)sc2c1CCCC2	-2	-3	4	2	1.8	1	-0.1	-1	0
O=c1cc(CN2CCNCC2)nc2sccn12	-6	0	-1	7	-1.1	10	-0.1	0	-3
COC(=O)C1=CO[C@@H](C)[C@@H]2CN3CC[C@]4(C(=O)Nc5ccccc54)[C@@H]3C[C@H]12	-11	-6	-3	13	4.1	-7	0.1	3	-7
Cc1ccc(Cc2c(C)nc3nc(SCC(=O)N4CCC5(CC4)OCCO5)nn3c2C)cc1	-5	1	2	3	-0.3	10	-0.3	-2	3
Brc1ccc(Oc2ccc(Br)cc2Br)c(Br)c1	-4	·	·	7	1.2	·	0.3	-4	4
c1ccc2c3c(ccc2c1)OCC1CONC31 (configuration not stated)	-8	3	2	0	-1.1	3	0.3	-3	82*
O=c1[nH]c(=O)n(-c2cccc3ccccc23)c(O)c1C=NCCCn1ccnc1	-7	1	5	-4	-0.7	-1	0.0	1	-8
C=CCN(CC=C)Cc1c[nH]c2ccccc12	-2	-3	4	12	0.6	3	0.1	-2	-11
CCCCn1c(O)c(C(C)=NCCc2ccccc2)c(=O)[nH]c1=O	11	4	-2	13	-0.1	2	0.0	-6	0
O=c1[nH]c(=O)n(Cc2ccc(F)cc2)c(O)c1C=Nc1ccc(Cl)cc1	-10	-4	1	4	2.4	6	0.4	-3	9
CC1(C)C2CC=C(CN3CCC(O)CC3)C1C2 (configuration not stated)	1	-5	4	3	4.4	-2	0.0	3	4
COC(=O)NC(=C(Cl)Cl)P(=O)(c1ccccc1)c1ccccc1	1	-4	-2	4	-0.1	3	0.0	-5	14
O=[N+]([O-])NC1=NCN(Cc2ccco2)CN1Cc1ccco1	0	0	-7	9	1.3	-13	0.1	1	15
Cc1cccc(N2CCN(Cc3ccc4c(c3)OCO4)CC2)c1C	3	-4	-5	4	2.5	12	-0.1	1	-1
O=c1[nH]c(=O)n(-c2ccc(Br)cc2)c(O)c1C=NC(CO)(CO)CO	9	3	0	-1	-0.3	4	0.1	-2	3
C=CCN1C(=O)NC(=O)C(CCc2ccncc2)(CCc2ccncc2)C1=O	2	1	-2	-1	2.5	-5	-0.1	-2	-24
O=C(Cc1ccccc1)Oc1ccc(N2C(=O)C3CCCCC3C2=O)cc1 (configuration not stated)	-1	-5	-3	-2	-0.5	-3	0.1	-1	-1
CN(C=O)CP(=O)(O)CN(C)C=O	1	-5	-1	-1	2.5	-3	0.1	-3	6
COc1ccc2[nH]c(C)c(CCN3CCC(=O)C(C)C3C)c2c1 (configuration not stated)	7	-2	-3	-1	1.1	-4	0.1	1	17
O=C1CCCN1C(=O)c1cncc(Br)c1	-1	0	-1	11	-0.9	1	-0.1	0	8
O=C(C1CC(=O)N(C2CCCC2)C1)N1CCC2(CC1)OCCO2 (configuration not stated)	4	1	-1	13	1.6	-5	-0.2	0	23
CN(C)[C@@H]1C(=O)C(C(N)=O)=C(O)[C@@]2(O)C(=O)C3=C(O)c4c(O)cccc4[C@@](C)(O)C3C[C@@H]12 (some centres not stated)	6	-1	-3	-15	0.4	-6	0.0	4	31
COc1ccccc1N1C(=O)CC(=O)NC1=O	0	-3	3	-3	-1.3	-2	-0.1	2	14
O=C(N[C@H]1CP(=O)(Oc2ccccc2)O[C@H](COCc2ccccc2)[C@H]1O)C(Cl)(Cl)Cl (some centres not stated)	-1	-9	2	5	3.4	0	0.1	2	-8
O=P(Nc1c(Cl)cccc1Cl)(c1ccccc1)c1nc2c(s1)CCCC2 (configuration not stated)	2	0	0	14	3.1	2	5.9*	-3	-12
O=C(Nc1nccs1)C(Cl)(Cl)Cl	7	2	1	11	-3.3	0	-0.1	1	-1
CC(C)Oc1ccc(CCN)cc1Cl	0	1	-1	2	0.7	-10	-0.1	0	-1
CC1CCN(c2cc(Br)c([N+](=O)[O-])cc2F)CC1	-4	-2	1	-27	-0.4	1	-0.1	-2	4
COC(=O)C1=C(c2cc3ccccc3s2)C[C@@H]2CC[C@H]1N2C(=O)NCCCOC(C)C	3	4	-3	-10	2.0	2	0.0	-1	-1
CCN(CC)CCN=Cc1c(O)n(CCc2ccccc2)c(=O)[nH]c1=O	2	-7	22	23	1.0	-4	-0.1	-3	-1
N[C@@H](Cc1c[nH]c2ccccc12)c1nnc(SCc2ccccc2)o1	6	-2	0	0	3.0	-6	0.0	8	2
C=CCn1c(O)c(C(C)=Nc2cccc(C(F)(F)F)c2)c(=O)[nH]c1=O	0	-2	4	3	0.6	-3	0.2	-5	4
O=C1NC(=S)N(c2ccccc2F)C(=O)/C1=C\c1cccs1	-16	7	9	-9	1.8	-3	-0.4	-3	-7
CC/C(=N\Nc1cccc2ccccc12)c1c(O)[nH]c(=O)[nH]c1=O	4	-1	5	17	3.3	7	-0.3	5	11
CC1(C)CN(S(=O)(=O)OCC(Cl)(Cl)Cl)C(=O)N1	0	-1	-3	15	-0.3	-12	-0.2	-1	-2
CC(Cc1ccc(O)cc1)NCC(O)c1cc(O)cc(O)c1 (configuration not stated)	0	-4	-2	-11	1.2	1	0.3	-1	9
CCn1c(O)c(/C=N/N2CCOCC2)c(=O)n(CC)c1=S	4	3	23	0	0.6	-16	-0.1	5	2

High-throughput results: PubChem BioAssay, several laboratories
